ER stress rescue – rescue of cells from ER stress-induced death, primary screen, 384-well, CSM14.1, thapsigargin, ATP luminescence (AID 1222); CSM14.1 thapsigargin-induced death rescue, ATP luminescence; higher % means a stronger effect; cellular ATP content (survival), % at 20 µM; hits with a dose series show EC50 in µM; 190,000 tested, under 10 active;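 active = EC50 below 50 µM in the dose-response confirmation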;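 note: death triggered by thapsigargin at about 15 µM added after 2 h compound pretreatment; cell ATP read after overnight thapsigargin exposure of roughly 18 to 22 hours; normalized against plate controls of thapsigargin alone and 5% DMSO vehicle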
M1AAP inhibition – P. falciparum M1AAP inhibitors, biochemical, fluorogenic H-Leu-NHMec substrate, 1536-well (AID 1445) | recombinant M1AAP, H-Leu-NHMec fluorogenic kinetic assay; higher % means a stronger effect | one-dose inhibition, % at 30 µM; IC50 in µM for titrated hits | actives 0.42% (n = 220,000);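 active = primary inhibition above the hit cutoff, then over 50% inhibition at one or more dose response concentrations, cut at about 23% in these data, passing the limit was not always enough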;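 note: plate controls were DMSO full reaction for no effect and no enzyme background for full effect; strong numbers were not always called active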
M17LAP inhibition – P. falciparum M17LAP inhibitors, primary screen, biochemical, fluorogenic H-Leu-NHMec substrate, 1536-well (AID 1619); Leucine aminopeptidase (Plasmodium falciparum (isolate 3D7)); recombinant M17LAP, H-Leu-NHMec fluorogenic kinetic assay; higher % means a stronger effect; inhibition, % at 30 µM, or IC50 in µM where a hit was titrated; actives 0.38% (n = 220,000);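 active = compound inhibiting the enzyme by more than half at any dose during confirmatory dose-response retesting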;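 note: plate controls were full reaction with DMSO carrier for no effect and no enzyme background for full effect; strong numbers were not always called active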
LYP inhibition – inhibitors of LYP phosphatase, biochemical, fluorescence intensity, uHTS (AID 1779) | actives 0.054% (n = 290,000) | one-dose inhibition, % at 11.5 µM; IC50 in µM for titrated hits | Tyrosine-protein phosphatase non-receptor type 22 (Homo sapiens) | recombinant LYP phosphatase, fluorescence intensity; higher % means a stronger effect;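 note: plate controls were vehicle with enzyme for no effect and no enzyme for full effect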
Siah-1 displacement – Siah-1 peptide-binding antagonists, primary screen, biochemical, fluorescence polarization, rhodamine-plectin, uHTS (AID 1817); E3 ubiquitin-protein ligase SIAH1 (Homo sapiens); Siah-1 / rhodamine-plectin peptide fluorescence polarization; higher % means a stronger effect; displacement, % at 20 µM, or IC50 in µM where a hit was titrated; actives 0.02% (n = 290,000);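 active = displacement of at least 50% at 20 µM, with a fluorescence ratio check between 0.3 and a set limit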;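 note: plate controls were Siah plus tracer with DMSO for no effect and tracer alone without Siah for full effect; strong numbers were not always called active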
AID2073 – inhibitors of Mint1-CaV2.2 protein interaction, biochemical, HTRF (AID 2073); Voltage-dependent N-type calcium channel subunit alpha-1B (Homo sapiens); HTRF protein-protein interaction, Mint1-CaV2.2; higher % means a stronger effect; inhibition, % at 20 µM, or IC50 in µM where a hit was titrated; actives 0.19% (n = 290,000); in the data active = inhibition mostly above about 51%, no sharp cut-off; note: some results filed as inactive read as strong as hits
Hep lipid drop – inhibitors of hepatocyte lipid droplet formation, primary screen, imaging, high-throughput imaging, BODIPY stain | actives 0.4% (n = 240,000) | AML12 mouse hepatocytes, oleate lipid droplets | inhibition, % at 6.5 µM;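 active = lipid droplet intensity inhibited by at least 50%, with more than 500 cells counted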
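material = mouse AML12 hepatocyte cell line, fixed after treatment | also added = 100 µM oleic acid challenge | doses = compound at 6.5 µM only | schedule = overnight exposure | technique = Image-based BODIPY and DAPI two-channel analysis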
HEK293 NOD2/NF-kB – NOD2 signaling inhibitors, cell-based, luminescence, uHTS, HEK293 (AID 1566); HEK293 NOD2/NF-kB luciferase reporter, luminescence; higher % means a stronger effect; inhibition, % at 4 µM, or EC50 in µM where a hit was titrated; actives 0.63% (n = 290,000); note: many of its hits are not listed in these tables
XIAP antagonists – XIAP antagonists, biochemical, IAP family, fluorescence polarization (AID 1018). E3 ubiquitin-protein ligase XIAP (Homo sapiens). XIAP BIR domain, fluorescence polarization peptide displacement; higher % means a stronger effect. displacement, % at 20 µM, or IC50 in µM where a hit was titrated. actives 0.007% (n = 200,000); in the data active = displacement above about 50%; note: a part of the inactive calls stands beside numbers as strong as those of hits
Hep lipid drop cells 6.5 µM – further read-out of Hep lipid drop, marked with its call; cell count; measured here: cell count, cytotoxicity flag;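 cells counted across two imaged fields per well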
An asterisk follows results filed as active; nt = not tested or not shown. Cut-off read from the data, not from the text of the source, unless noted: active = inhibition above about 50%; inactive = the rest. This is a subset; the hit share may differ from the screen's.

SMILES	ER stress rescue	M1AAP inhibition	M17LAP inhibition	LYP inhibition	Siah-1 displacement	AID2073	Hep lipid drop	Hep lipid drop cells 6.5 µM	HEK293 NOD2/NF-kB	XIAP antagonists
O=C1NC(c2ccc3c(c2)OCO3)Oc2ccccc21 (stereo unspecified)	-1.7%	-0.7%	-8.8%	-5.5%	3.9%	0.6%	nt	nt	9.4%	-2.3%
O=C(NC1CCSc2ccccc21)c1cccc(Br)c1 (stereo unspecified)	nt	nt	nt	-2.1%	2.8%	3.6%	-6.2	689	5.7%	nt
O=c1c2ccccc2n2nnnc2n1-c1ccccc1	7.2%	13.8%	2.0%	-4.2%	5.9%	4.7%	19.5	739	5.8%	-5.4%
Cn1c(CN2CCCCC2)nc2cc(NS(=O)(=O)c3ccc(F)cc3)ccc21	-0.1%	-10.4%	-1.9%	-2.5%	0.1%	10.9%	-14.2	706	7.8%	0.8%
Cc1ccc(NC(=O)COC(=O)c2cc(Cl)cc(Cl)c2)c(Br)c1	-0.9%	1.9%	13.1%	-5.2%	17.2%	-0.9%	16.5	663	18.6%	1.9%
COc1ccccc1S(=O)(=O)CC(O)COc1ccc(F)cc1Cl (stereo unspecified)	0.1%	-1.9%	-0.6%	-6.6%	1.0%	-11.2%	-31.6	692	16.5%	-2.9%
COc1ccc(N(CC(=O)Nc2cccnc2)S(=O)(=O)c2ccccc2)cc1OC	nt	nt	nt	-12.0%	-1.1%	34.8%	-3.3	763	3.3%	nt
CCOC(=O)c1c(NC(=O)CN(CC)CC)sc2c1CCN(C(=O)OCC)C2	3.3%	1.6%	6.0%	0.3%	0.3%	0.0%	-0.1	767	-15.0%	1.9%
NNC(=O)c1oc2nc(-c3ccco3)cc(-c3ccco3)c2c1N	nt	17.8%	3.8%	-5.3%	43.6%	59.1%*	0.1	706	27.9%	nt
COc1ccccc1CNC(=O)c1cc2ccccc2oc1=O	nt	nt	nt	-4.3%	4.3%	2.3%	9.7	710	-2.2%	nt
CC(=O)c1c(C)oc2c1C(=O)c1ccccc1C2=O	-2.7%	3.8%	-0.8%	-6.7%	1.9%	15.2%	2.0	643	33.3%	-5.1%
CSc1nc2ccc(S(=O)(=O)NC3CCCCC3)cc2s1	4.3%	-11.7%	-7.4%	1.1%	-2.4%	-5.5%	-9.6	806	11.4%	-3.8%
O=C(CN1C(=O)/C(=C\c2ccccc2F)SC1=S)Nc1nc2ccccc2s1	6.0%	3.3%	9.3%	1.7%	-4.5%	24.7%	-6.8	681	-11.7%	-2.8%
COc1ccc(CNC(=O)COC(=O)CCC(=O)c2cccs2)cc1	nt	0.8%	-6.4%	-9.2%	17.0%	5.8%	-4.0	679	-3.8%	nt
O=C(NCc1ccco1)C1CC(=O)N(c2cccc(Cl)c2)C1 (stereo unspecified)	nt	nt	nt	-1.8%	-4.5%	17.5%	-6.4	790	-5.9%	nt

Gathered by group, those above with four or more nitrogen atoms (3)
SMILES	ER stress rescue	M1AAP inhibition	M17LAP inhibition	LYP inhibition	Siah-1 displacement	AID2073	Hep lipid drop	Hep lipid drop cells 6.5 µM	HEK293 NOD2/NF-kB	XIAP antagonists
O=c1c2ccccc2n2nnnc2n1-c1ccccc1	7.2%	13.8%	2.0%	-4.2%	5.9%	4.7%	19.5	739	5.8%	-5.4%
Cn1c(CN2CCCCC2)nc2cc(NS(=O)(=O)c3ccc(F)cc3)ccc21	-0.1%	-10.4%	-1.9%	-2.5%	0.1%	10.9%	-14.2	706	7.8%	0.8%
NNC(=O)c1oc2nc(-c3ccco3)cc(-c3ccco3)c2c1N	nt	17.8%	3.8%	-5.3%	43.6%	59.1%*	0.1	706	27.9%	nt

(next part)
SMILES	ER stress rescue	M1AAP inhibition	M17LAP inhibition	LYP inhibition	Siah-1 displacement	AID2073	Hep lipid drop	Hep lipid drop cells 6.5 µM	HEK293 NOD2/NF-kB	XIAP antagonists
O=C(NCCN1CCOCC1)C1CCC(=O)N1Cc1ccc(F)cc1 (stereo unspecified)	-0.6%	2.2%	-0.6%	-0.6%	-1.1%	1.2%	15.2	826	3.7%	-5.7%
CC(C)N(CCNC(=O)C1CCCN(c2ncnc3c2nc2n3CCCCC2)C1)Cc1ccccc1 (stereo unspecified)	nt	nt	nt	-3.8%	-3.6%	-2.7%	3.1	650	5.3%	nt
CC(=O)Nc1ccc(OCC(O)Cn2ccnc2C)cc1 (stereo unspecified)	0.8%	-1.3%	8.1%	-9.0%	3.8%	0.3%	13.8	695	4.1%	-1.5%
COc1ccc(CCN(C)C(=O)C2CCN(Cc3ccc(C)cc3)CC2)cc1OC	-1.9%	5.4%	5.4%	-2.8%	3.4%	-1.9%	-0.2	699	15.4%	-3.6%
CCS(=O)(=O)N1CCC(C(=O)O)CC1	1.0%	5.3%	-0.5%	-7.1%	1.5%	4.4%	4.0	712	6.1%	14.8%
Oc1ccccc1-c1cc(-c2ccco2)[nH]n1	0.2%	10.7%	18.2%	0.7%	-6.7%	-88.3%	-5.5	728	-66.7%	-3.5%
CCCn1cc(CN2CCC(n3nccc3NC(=O)C(OC)c3ccccc3)CC2)c(C)n1 (stereo unspecified)	nt	nt	nt	-2.1%	-3.1%	-1.3%	-1.3	705	-18.5%	nt
CCN1C(=S)N[C@@H](c2cccc(F)c2)C(C(=O)OC)=C1C	nt	nt	nt	-1.5%	1.7%	7.5%	-9.5	801	-7.5%	nt
O=C(CCCc1nc(-c2ccccc2)no1)NCc1cccnc1	1.7%	-0.9%	-2.8%	-6.2%	-2.7%	1.3%	nt	nt	2.3%	-3.7%
Cc1cc(NS(=O)(=O)c2ccc(NC(=O)C(F)(F)F)cc2)nc(C)n1	nt	nt	nt	-4.2%	2.3%	10.2%	0.7	827	-9.6%	nt
Cc1cc2c(c(=O)n1CCN(C)C)C(c1ccccc1Br)C(C#N)=C(N)O2 (stereo unspecified)	-0.5%	-3.4%	5.5%	-9.1%	-3.8%	6.7%	nt	nt	12.2%	-3.8%
CCn1cc(C(=O)OCC(=O)c2cc(C)n(-c3ccccc3F)c2C)c(=O)c2ccc(C)nc21	4.2%	8.3%	17.0%	-3.6%	2.9%	-9.3%	-7.5	633	13.6%	-4.6%
C=CCC1Cc2c(cccc2[N+](=O)[O-])C(CC=C)N1 (stereo unspecified)	-1.2%	3.2%	8.1%	-1.7%	-4.7%	0.0%	12.4	800	4.3%	-4.9%
N/C(=N\OC(=O)CCCc1ccccc1)c1cccnc1	-5.7%	-3.7%	-12.5%	-4.0%	0.7%	-4.3%	5.2	672	-12.7%	-1.9%
Cn1c(=O)[nH]c(=O)c2c1nc(N1CCCCC1)n2C/C=N/NC(=O)c1cc(Br)ccc1O	nt	20.9%	14.0%	-1.1%	-0.1%	5.7%	-5.5	740	10.0%	nt
CCc1ccccc1NC(=O)Nc1ccon1	nt	nt	nt	-6.0%	0.5%	6.5%	-1.8	822	20.1%	nt
COc1ccc(N(C(=O)c2ccco2)C(C(=O)NC2CCCCC2)c2cccs2)cc1OC (stereo unspecified)	-0.9%	2.9%	-3.5%	-5.3%	1.0%	0.1%	-6.4	715	7.1%	-3.3%
O=c1[nH]c(S)nc2sc3c(c12)CCCC3	-0.3%	17.0%	10.3%	-0.9%	1.2%	29.4%	0.3	683	0.2%	-7.2%
CCOC(=O)Cc1csc(NC(=O)c2ccc(F)cc2)n1	nt	nt	nt	-9.7%	9.8%	5.1%	7.8	754	25.0%	nt
CC(=O)c1ccc(NS(=O)(=O)c2c(C)cc(C)cc2C)cc1	0.9%	5.5%	2.0%	-7.1%	1.0%	2.8%	14.2	679	-19.1%	-0.3%
COc1ccc(C(=O)CCC(=O)Nc2ccc(Cl)cc2)cc1	nt	nt	nt	-13.1%	4.0%	-5.4%	-0.2	790	7.2%	nt
CCCn1c(SCc2ccc(C(=O)OC)o2)nc2ccccc2c1=O	nt	nt	nt	-0.3%	5.6%	5.1%	-16.7	809	9.8%	nt
COCCNc1nc2c(c(=O)n(C)c(=O)n2C)n1Cc1cccc(C)c1	4.6%	-6.9%	6.0%	-8.4%	2.6%	-2.0%	nt	nt	23.0%	-3.0%
CCOC(=O)Cc1nnc(NCc2ccccc2)c2ccccc12	nt	nt	nt	4.5%	1.2%	6.9%	-26.5	399	-4.1%	nt
C=CCSc1nnc2c(n1)[nH]c1c(C)cccc12	1.7%	10.4%	-5.0%	-2.7%	1.8%	3.7%	nt	nt	-49.6%	-3.5%
CC(=O)/C=C1/SC(CC(=O)O)C(=O)N1c1ccccc1 (stereo unspecified)	-0.8%	0.5%	20.9%	-6.6%	-1.4%	1.1%	32.0	682	9.5%	-13.5%
N#C/C(=C\Nc1ccc2c(c1)OCCO2)c1nc2ccccc2[nH]1	-0.3%	9.4%	8.6%	0.6%	-8.3%	-10.4%	20.7	687	-5.0%	-11.5%
CCc1nn(CC(=O)N(C)C2CCCCC2)c(=O)c2cc3cc(C)ccc3n12	nt	nt	nt	-3.4%	0.4%	11.9%	-17.9	766	15.8%	nt
CCCCCOc1ccc(NC2=CC(=O)CCC2)cc1	nt	nt	nt	-3.4%	-2.7%	-1.6%	6.1	637	16.4%	nt
COc1ccc(CCN2CNc3c(c(=O)n(C)c(=O)n3C)C2)cc1OC	0.1%	-7.0%	1.9%	-5.2%	2.0%	-0.1%	5.4	771	4.0%	-9.2%
Cc1cccc(-n2ncc3c(N4CCOCC4)ncnc32)c1	-10.5%	4.2%	-4.1%	-3.4%	-7.6%	-0.6%	1.5	765	-32.6%	-1.3%
COc1cc(NC(=O)C2CCCCN2)ccc1OCC(C)C (stereo unspecified)	-1.5%	0.2%	4.5%	-0.5%	2.8%	-9.9%	8.8	698	2.2%	-1.1%
CCc1ccc(-c2cc3c(=O)n(CC(=O)NCCCN4CCN(C)CC4)ncn3n2)cc1	nt	nt	nt	-14.5%	-0.4%	-2.0%	-25.1	740	-29.4%	nt
COc1ccc(CN2CCCCC2C(=O)Nc2ccc(OC)c(OCC(C)C)c2)cc1OC (stereo unspecified)	-0.7%	-3.2%	-1.6%	-3.3%	2.3%	7.8%	-21.4	672	-0.3%	-4.7%
NC(=O)CC(NC(=O)c1ccccc1)c1ccc(NCCc2cccc(F)c2)c([N+](=O)[O-])c1 (stereo unspecified)	nt	6.5%	-3.7%	-0.4%	6.6%	2.9%	-9.6	709	15.0%	nt
CC(=O)NC12CC3CC(C1)CC(C(=O)OCC(=O)NC(=O)c1cccn1C)(C3)C2	3.2%	0.2%	11.0%	-10.0%	2.3%	-0.8%	-7.2	783	6.5%	-3.0%

Screens (PubChem BioAssay)
